# TcdB inh: TcdB glycohydrolase inhibition; TcdB glycohydrolase enzymatic assay, plate reader; 350,000 tested, 0.24% active; P18177; inhibition, % at 9.99 µM; in the data active means inhibition above about 10%
# Target sequence (P18177 whole entry, looked up): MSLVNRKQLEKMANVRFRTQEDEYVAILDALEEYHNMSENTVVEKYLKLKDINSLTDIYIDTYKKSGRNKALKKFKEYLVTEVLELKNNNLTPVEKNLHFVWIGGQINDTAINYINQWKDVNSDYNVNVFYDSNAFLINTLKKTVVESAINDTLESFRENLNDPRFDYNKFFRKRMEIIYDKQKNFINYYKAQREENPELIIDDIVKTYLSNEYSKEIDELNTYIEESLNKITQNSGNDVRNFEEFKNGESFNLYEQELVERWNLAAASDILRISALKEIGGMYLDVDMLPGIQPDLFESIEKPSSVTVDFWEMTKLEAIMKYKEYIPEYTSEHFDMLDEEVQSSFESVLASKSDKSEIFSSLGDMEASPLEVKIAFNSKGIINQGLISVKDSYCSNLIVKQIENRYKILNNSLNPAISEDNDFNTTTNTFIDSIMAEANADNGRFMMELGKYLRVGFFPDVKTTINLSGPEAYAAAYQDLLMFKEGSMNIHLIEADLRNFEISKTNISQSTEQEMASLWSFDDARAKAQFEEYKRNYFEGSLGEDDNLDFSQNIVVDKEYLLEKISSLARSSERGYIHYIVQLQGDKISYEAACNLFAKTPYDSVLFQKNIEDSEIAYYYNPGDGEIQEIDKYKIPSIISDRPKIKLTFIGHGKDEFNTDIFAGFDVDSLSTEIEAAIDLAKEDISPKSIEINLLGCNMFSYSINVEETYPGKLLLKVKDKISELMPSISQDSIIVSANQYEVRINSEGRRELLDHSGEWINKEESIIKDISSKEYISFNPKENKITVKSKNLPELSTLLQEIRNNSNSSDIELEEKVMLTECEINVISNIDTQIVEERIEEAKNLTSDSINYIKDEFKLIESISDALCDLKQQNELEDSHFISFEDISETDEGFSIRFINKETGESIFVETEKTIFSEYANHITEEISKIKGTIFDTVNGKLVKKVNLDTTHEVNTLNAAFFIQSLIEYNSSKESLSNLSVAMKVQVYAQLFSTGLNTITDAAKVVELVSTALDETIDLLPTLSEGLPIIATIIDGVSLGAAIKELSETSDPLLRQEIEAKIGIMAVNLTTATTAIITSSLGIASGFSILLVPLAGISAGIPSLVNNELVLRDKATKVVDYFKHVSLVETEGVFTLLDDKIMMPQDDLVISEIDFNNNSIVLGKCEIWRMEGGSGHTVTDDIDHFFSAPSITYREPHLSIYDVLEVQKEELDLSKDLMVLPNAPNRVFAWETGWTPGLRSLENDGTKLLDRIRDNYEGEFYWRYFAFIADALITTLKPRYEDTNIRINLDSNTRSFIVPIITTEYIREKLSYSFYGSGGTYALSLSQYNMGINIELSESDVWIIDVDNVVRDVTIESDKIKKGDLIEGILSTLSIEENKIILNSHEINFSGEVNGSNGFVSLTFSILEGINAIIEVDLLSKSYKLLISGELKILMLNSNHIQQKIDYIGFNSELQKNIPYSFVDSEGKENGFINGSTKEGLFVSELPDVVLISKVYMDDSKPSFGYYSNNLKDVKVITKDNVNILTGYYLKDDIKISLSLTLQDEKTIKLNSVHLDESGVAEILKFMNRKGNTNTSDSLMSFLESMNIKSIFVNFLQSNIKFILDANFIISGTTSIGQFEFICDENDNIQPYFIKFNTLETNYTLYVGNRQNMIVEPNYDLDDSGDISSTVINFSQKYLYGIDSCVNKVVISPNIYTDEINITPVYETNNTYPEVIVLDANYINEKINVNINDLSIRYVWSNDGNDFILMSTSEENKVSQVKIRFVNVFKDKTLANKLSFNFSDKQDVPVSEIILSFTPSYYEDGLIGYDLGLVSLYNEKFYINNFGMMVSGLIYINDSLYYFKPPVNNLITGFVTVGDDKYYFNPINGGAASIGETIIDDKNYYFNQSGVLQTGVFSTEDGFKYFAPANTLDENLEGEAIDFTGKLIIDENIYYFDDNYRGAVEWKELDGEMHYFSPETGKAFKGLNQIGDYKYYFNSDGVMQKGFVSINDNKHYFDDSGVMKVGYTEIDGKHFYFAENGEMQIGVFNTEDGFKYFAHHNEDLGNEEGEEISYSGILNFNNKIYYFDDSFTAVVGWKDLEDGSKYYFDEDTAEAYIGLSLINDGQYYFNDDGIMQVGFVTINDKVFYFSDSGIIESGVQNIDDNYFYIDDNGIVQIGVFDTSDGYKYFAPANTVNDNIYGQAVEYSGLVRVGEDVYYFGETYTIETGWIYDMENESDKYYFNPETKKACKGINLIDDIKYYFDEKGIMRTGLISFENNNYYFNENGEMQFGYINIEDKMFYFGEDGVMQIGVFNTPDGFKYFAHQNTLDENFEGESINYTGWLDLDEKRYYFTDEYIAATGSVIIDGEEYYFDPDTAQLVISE
# Starred values were filed as active, the others as inactive; & = joins results of further samples.
SMILES,TcdB inh
C[C@@H]1CCCCO[C@H](CN(C)S(C)(=O)=O)[C@H](C)CN([C@@H](C)CO)C(=O)c2cc(NS(=O)(=O)c3ccc(F)cc3)ccc2O1,0.8
C[C@H](CO)N1C[C@H](C)[C@H](CN(C)CC2CCCCC2)OCCCC[C@H](C)Oc2ccc(NC(=O)CCCN(C)C)cc2C1=O,1.1
C[C@@H]1CN([C@@H](C)CO)C(=O)c2cc(NC(=O)Nc3ccc(C(F)(F)F)cc3)ccc2O[C@@H]1CN(C)Cc1ccc2c(c1)OCO2,0.6
Cc1ccccc1-c1ccc(C2[C@H]3CNC[C@@H]2N3S(=O)(=O)c2cn(C)cn2)cc1 (some centres not stated),0.1
COc1ccc(S(=O)(=O)Nc2ccc3c(c2)C(=O)N([C@H](C)CO)C[C@H](C)[C@H](CN(C)Cc2ccc4c(c2)OCO4)OCCCC[C@@H](C)O3)cc1,-0.7
C[C@@H]1CN([C@@H](C)CO)C(=O)c2cc(C#CCc3ccccc3)cnc2O[C@H]1CN(C)C(=O)Cc1cccnc1,0.5
CC(C)NC(=O)C1(C)CSCC(=O)N1CCOc1ccccc1 (configuration not stated),0.7
C[C@H]1CN([C@@H](C)CO)C(=O)c2cc(-c3ccncc3)cnc2O[C@H]1CN(C)C(=O)C1CCOCC1,-1.8
CC(=O)N1C[C@H]2[C@@H](c3ccccc31)[C@H](CO)N2C(=O)CC1CC1,0.4
COCC(=O)N(C)C[C@@H]1Oc2ncc(C3=CCCCC3)cc2C(=O)N([C@H](C)CO)C[C@@H]1C,0.7
O=C(CN1CCOCC1)NCC[C@H]1CC[C@@H](NS(=O)(=O)c2ccc(F)cc2)[C@H](CO)O1,-2.1
Cc1ccc(S(=O)(=O)Nc2ccc3c(c2)CC(=O)N([C@@H](C)CO)C[C@H](C)[C@H](CN(C)C(=O)Nc2c(C)noc2C)O3)cc1,3.2
COc1ccccc1CNC(=O)C[C@H]1C[C@@H]2c3cc(NC(=O)Nc4ccccc4F)ccc3O[C@@H]2[C@@H](CO)O1,-0.7
CCCC#Cc1ccc([C@@H]2[C@H]3CN(CC4CCOCC4)CCCCN3[C@H]2CO)cc1,-2.3
Cc1noc(C)c1NC(=O)Nc1ccc2c(c1)C(=O)N([C@H](C)CO)C[C@H](C)[C@H](CN(C)C(=O)Nc1ccc(C(F)(F)F)cc1)O2,1.9
C/C=C/c1cnc2c(c1)C(=O)N([C@@H](C)CO)C[C@H](C)[C@@H](CN(C)C(=O)C1CCCCC1)O2,-0.2
Cc1cc(C(=O)Nc2cccc3c2O[C@H](CN(C)S(=O)(=O)c2cn(C)cn2)[C@H](C)CN([C@@H](C)CO)C3=O)n(C)n1,0.5
COc1ccccc1NC(=O)N1CC(=O)N2[C@H](CO)[C@H](c3ccc(C#CC(C)C)cc3)[C@@H]2C1,0.1
C[C@H]1CN([C@@H](C)CO)C(=O)c2cc(NC(=O)Nc3ccc(F)cc3)ccc2O[C@@H]1CN(C)Cc1ccc(-c2ccccc2)cc1,0.1
C[C@@H]1CN([C@@H](C)CO)C(=O)c2cc(-c3ccccc3)cnc2O[C@H]1CN(C)C(=O)Nc1ccccc1,0.0
C[C@H](CO)N1C[C@H](C)[C@H](CN(C)CC2CC2)Oc2ccc(NS(C)(=O)=O)cc2C1=O,-0.2
CNC[C@H]1Oc2cc(C#C[C@H](C)O)ccc2S(=O)(=O)N([C@H](C)CO)C[C@@H]1C,1.5
COc1cccc(C(=O)Nc2ccc3c(c2)C(=O)N(C)[C@H]2CC[C@@H](CC(=O)N[C@H](C)c4ccccc4)O[C@@H]2CO3)c1,-0.9
C[C@@H]1CN([C@@H](C)CO)C(=O)Cc2cc(NC(=O)C3CCCCC3)ccc2O[C@@H]1CN(C)S(=O)(=O)c1ccc(Cl)cc1,-0.8

# Molecules shown so far with an aryl methoxy group, in the order listed:
SMILES,TcdB inh
COc1ccc(S(=O)(=O)Nc2ccc3c(c2)C(=O)N([C@H](C)CO)C[C@H](C)[C@H](CN(C)Cc2ccc4c(c2)OCO4)OCCCC[C@@H](C)O3)cc1,-0.7
COc1ccccc1CNC(=O)C[C@H]1C[C@@H]2c3cc(NC(=O)Nc4ccccc4F)ccc3O[C@@H]2[C@@H](CO)O1,-0.7
COc1ccccc1NC(=O)N1CC(=O)N2[C@H](CO)[C@H](c3ccc(C#CC(C)C)cc3)[C@@H]2C1,0.1
COc1cccc(C(=O)Nc2ccc3c(c2)C(=O)N(C)[C@H]2CC[C@@H](CC(=O)N[C@H](C)c4ccccc4)O[C@@H]2CO3)c1,-0.9

# Continued.
SMILES,TcdB inh
CC(C)NC(=O)Nc1cccc2c1O[C@H](CN(C)S(=O)(=O)c1ccc(F)cc1)[C@H](C)CN([C@@H](C)CO)C2=O,1.5
Cc1noc(C)c1S(=O)(=O)N(C)C[C@H]1OCCCC[C@@H](C)Oc2ccc(NC(=O)Cc3ccccc3)cc2C(=O)N([C@@H](C)CO)C[C@@H]1C,1.4
C[C@@H]1CN([C@H](C)CO)C(=O)c2cccc(NC(=O)CCCCCC(=O)Nc3ccccc3N)c2O[C@@H]1CN(C)S(=O)(=O)c1ccccc1,0.5
Cc1cc(C(=O)Nc2cccc3c2O[C@@H](CN(C)C(=O)Nc2ccc(C(F)(F)F)cc2)[C@@H](C)CN([C@H](C)CO)C3=O)n(C)n1,1.8
CCCC(=O)Nc1ccc2c(c1)C(=O)N(C)C[C@H](OC)[C@@H](C)CN(C(=O)CN(C)C)[C@H](C)CO2,0.1
C=CCOC(=O)Nc1nc(CCNC(=O)OCc2ccccc2)c(C(=O)OC)s1,1.6
CC(C)CC#Cc1ccc([C@@H]2[C@@H](CO)N3C(=O)CN(C(=O)Nc4ccc(F)cc4)C[C@H]23)cc1,0.1
C[C@H](CO)N1C[C@H](C)[C@H](CN(C)Cc2ccc(C(=O)O)cc2)Oc2ccc(NC(=O)C3CCCCC3)cc2CC1=O,0.6
CC(=O)NC[C@H]1[C@@H](c2ccc(-c3cccnc3)cc2)[C@H](CO)N1C(=O)C1CC1,-0.1
C[C@H](CO)N1C[C@H](C)[C@@H](CN(C)CC2CC2)Oc2ccc(NS(=O)(=O)c3cccs3)cc2CC1=O,0.7
CCCN(C)C[C@H]1Oc2ncc(Br)cc2C(=O)N([C@H](C)CO)C[C@H]1C,-0.7
CO[C@H]1CN(C)C(=O)c2cc(NC(=O)Nc3cccc(F)c3)ccc2OC[C@@H](C)N(C)C[C@H]1C,-1.3

# The last 2 entries of the part above are carried over, then new ones follow.
SMILES,TcdB inh
CCCN(C)C[C@H]1Oc2ncc(Br)cc2C(=O)N([C@H](C)CO)C[C@H]1C,-0.7
CO[C@H]1CN(C)C(=O)c2cc(NC(=O)Nc3cccc(F)c3)ccc2OC[C@@H](C)N(C)C[C@H]1C,-1.3
COc1ccccc1-c1ccccc1[C@H]1[C@@H](C#N)N(C(=O)C2CC2)[C@H]1CO,0.0
O=C(CCN1CCCCC1)NCC[C@@H]1CC[C@@H](NC(=O)C2CC2)[C@@H](CO)O1,-0.1
C#CCN(C[C@@H]1[C@@H](OC(=O)Nc2cccs2)[C@@H](OC(=O)Nc2cccs2)C[C@H](C(=O)OC)[C@@H]1C(=O)OC)S(=O)(=O)c1ccc(C)cc1,-1.1
Cc1cccc(C)c1NC(=O)C(c1ccccc1)n1c(-c2ccccc2)nc2ccccc21 (configuration not stated),0.6
CN1C(=O)c2cc(NC(=O)c3ccc(F)cc3)ccc2OC[C@@H]2O[C@@H](CC(=O)NCC3CC3)CC[C@@H]21,0.4
CN(C)CC(=O)Nc1ccc2c(c1)[C@@H]1C[C@H](CC(=O)NCc3cccnc3)O[C@@H](CO)[C@@H]1O2,-0.5
CC(C)C#Cc1ccc2c(c1)O[C@@H](CN(C)S(C)(=O)=O)[C@@H](C)CN([C@H](C)CO)S2(=O)=O,-2.0
CN1C(=O)c2cc(NC(=O)c3ccccc3)ccc2OC[C@@H]2O[C@@H](CC(=O)O)CC[C@@H]21,-1.3
Cc1cnc(-c2nc3ccccc3n2C(C(=O)NC(C)(C)C)c2cc3ccccc3o2)cn1 (configuration not stated),0.1
CN1[C@@H]2c3ccc(-c4ccccc4)c(=O)n3C[C@H]1[C@H](CO)[C@H]2C(=O)N1CCC(Cc2ccccc2)CC1,-0.4
COCC(=O)Nc1ccc2c(c1)C(=O)N(C)[C@H]1CC[C@H](CC(=O)Nc3ccccc3)O[C@H]1CO2,0.7
COC(=O)[C@H]1[C@H](CO)[C@H]2Cn3c(ccc(-c4cccc(C(=O)N(C)C)c4)c3=O)[C@@H]1N2CC1CC1,-0.9
Cc1ccccc1S(=O)(=O)N1[C@@H]2CNC[C@H]1C2c1ccc(-c2cccc(C#N)c2)cc1 (some centres not stated),0.4&-0.6
Cc1cccc(C=NNc2cc(C)c3cccc(C)c3n2)n1,-2.4
Cc1noc(C)c1S(=O)(=O)N(C)C[C@@H]1OCCCC[C@H](C)Oc2ccc(NC(=O)Nc3ccc(F)cc3)cc2C(=O)N([C@H](C)CO)C[C@@H]1C,-0.3
CN(C)CCCNC(=O)[C@@H]1[C@@H](CO)[C@@H]2Cn3c(ccc(-c4cccnc4)c3=O)[C@H]1N2C(=O)CC1CC1,-7.1
CN1c2ccc(C3=CCCCC3)cc2[C@@H]2[C@@H](CCN2C(=O)NC2CCCC2)[C@H]1CO,-3.0
CCCC(=O)N1CC2(C1)CN(C(=O)Nc1ccc(F)cc1)[C@@H](CO)c1c2c2ccc(OC)cc2n1C,-0.1
CC(=O)C[C@@H]1OC[C@H](Cc2ccccc2)N1S(=O)(=O)c1ccc(C)cc1,0.2
O=C(c1cccnc1)N1CC2(C1)[C@H](c1ccccc1)[C@@H](CO)N2C(=O)CC1CC1,0.2
CCCNc1ncnc2ccc(Br)cc12,0.7
CN(C[C@H]1[C@H](c2ccccc2)[C@@H](CO)N1CC1CC1)C(=O)c1ccc(F)cc1,-4.3
C[C@@H]1CN([C@H](C)CO)C(=O)c2cc(C#CCC3CCCC3)cnc2O[C@H]1CN(C)C(=O)CC1CC1,0.1
C[C@H]1CN([C@@H](C)CO)C(=O)c2cc(C3=CCCCC3)cnc2O[C@@H]1CN(C)Cc1ccccn1,0.3
C[C@H](CO)N1C[C@H](C)[C@H](CN(C)Cc2ccc(C(=O)O)cc2)Oc2c(cccc2N(C)C)C1=O,-6.3
O=C(C[C@@H]1CC[C@H](NS(=O)(=O)c2ccc(F)cc2)[C@@H](CO)O1)NCc1ccc(Cl)c(Cl)c1,-0.6
C[C@H](CO)N1C[C@H](C)[C@H](CN(C)C(=O)Nc2ccc(C(F)(F)F)cc2)Oc2ccc(NC(=O)Cc3cn(C)c4ccccc34)cc2CC1=O,-1.3
CC(C)C#Cc1ccc2c(c1)O[C@H](CN(C)Cc1ccccn1)[C@@H](C)CN([C@@H](C)CO)S2(=O)=O,-0.4
CC(C)C#Cc1cnc2c(c1)C(=O)N([C@H](C)CO)C[C@H](C)[C@@H](CN(C)C(=O)c1cccc(F)c1)O2,0.5
CCS(=O)(=O)NCC[C@H]1CC[C@@H](NC(=O)C2CCCC2)[C@H](CO)O1,1.0
C[C@H](CO)N1C[C@H](C)[C@@H](CN(C)S(=O)(=O)c2ccc(F)cc2)Oc2ccc(NC(=O)C3CC3)cc2CC1=O,-0.2
N#Cc1ccc(-c2ccc([C@@H]3[C@H]4CN(C(=O)Nc5ccc(F)cc5)CCCCN4[C@H]3CO)cc2)cc1,-0.1
COc1cccc(-c2cn(CC[C@H]3CC[C@@H](NC(=O)CC4CC4)[C@@H](CO)O3)nn2)c1,-0.8
CC(C)NC(=O)N(C)C[C@@H]1Oc2ncc(-c3ccccc3F)cc2C(=O)N([C@@H](C)CO)C[C@@H]1C,0.3
C[C@@H]1CCCCO[C@H](CN(C)C(=O)Nc2ccc3c(c2)OCO3)[C@H](C)CN([C@H](C)CO)C(=O)c2cc(NC(=O)c3ccncc3)ccc2O1,-0.6
CO[C@@H]1CN(C)C(=O)c2ccc(NC(=O)C3CC3)cc2OC[C@@H](C)N(C(=O)CN2CCOCC2)C[C@H]1C,0.7

# Four entries from above, field by field.
O=C(C[C@@H]1CC[C@H](NS(=O)(=O)c2ccc(F)cc2)[C@@H](CO)O1)NCc1ccc(Cl)c(Cl)c1
  TcdB inh: -0.6
C[C@H](CO)N1C[C@H](C)[C@@H](CN(C)S(=O)(=O)c2ccc(F)cc2)Oc2ccc(NC(=O)C3CC3)cc2CC1=O
  TcdB inh: -0.2
CC(C)NC(=O)N(C)C[C@@H]1Oc2ncc(-c3ccccc3F)cc2C(=O)N([C@@H](C)CO)C[C@@H]1C
  TcdB inh: 0.3
CC(C)C#Cc1ccc2c(c1)O[C@H](CN(C)Cc1ccccn1)[C@@H](C)CN([C@@H](C)CO)S2(=O)=O
  TcdB inh: -0.4

# Next compounds
SMILES,TcdB inh
COc1ccc(NC(=O)N2C[C@H](O)COC[C@@H]3O[C@@H](CC(=O)NCc4ccccc4OC)CC[C@H]32)cc1,1.0
CC(=O)N1CC2(C1)[C@H](c1ccc(-c3cccc(F)c3)cc1)[C@@H](CO)N2CC1CCOCC1,0.2
O=C(C[C@H]1CC[C@@H]2[C@H](COC[C@H](O)CN2C(=O)Nc2ccc(C(F)(F)F)cc2)O1)NCC1CC1,-0.8
Cc1ccc(S(=O)(=O)N(C)C[C@H]2Oc3cc(C#Cc4ccccc4)ccc3S(=O)(=O)N([C@H](C)CO)C[C@H]2C)cc1,1.8
CN(C)CCCNC(=O)C[C@H]1CC[C@H](NS(=O)(=O)c2ccccc2)[C@@H](CO)O1,-1.3
CCCNC(=O)c1cc2c(c(-c3cccc(-c4cccc(F)c4)c3)n1)[C@@H](CCO)N([S@](=O)C(C)(C)C)C2,0.5
CCCC#Cc1ccc([C@H]2[C@@H](CO)N3C(=O)CN(C(=O)Cc4cccnc4)C[C@H]23)cc1,0.0
CNC(=O)C[C@H]1CC[C@H]2[C@@H](COc3ccc(NC(=O)c4cccc(F)c4)cc3C(=O)N2C)O1,-0.8
C[C@@H]1CN([C@H](C)CO)C(=O)Cc2cc(NC(=O)CCN3CCOCC3)ccc2O[C@H]1CN(C)Cc1ccncc1,0.3
C[C@H]1CCCCO[C@H](CN(C)Cc2ccc(C(=O)O)cc2)[C@@H](C)CN([C@@H](C)CO)C(=O)c2cc(NS(=O)(=O)c3ccc(Cl)cc3)ccc2O1,-1.7
Cc1ccc(CN(C)C[C@@H]2OCc3cn(nn3)CCCC(=O)N([C@@H](C)CO)C[C@@H]2C)cc1,-2.1

# Screening data deposited in PubChem BioAssay by Broad Institute.

# The list is partial (hit frequency here may not be typical).
